FBW7 act: human FBW7 E3 ligase activation, primary screen; 0.13% of 650,000 active; AlphaScreen FBW7–phospho-cyclin E peptide binding, activator screen; normalized activity (activation), % at 26.1 µM; AID 1259310; in the data active = normalized activity above about 1.9%;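 note: purified mutant Fbw7 with reduced substrate affinity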
Target sequence (Q969H0 whole entry, looked up): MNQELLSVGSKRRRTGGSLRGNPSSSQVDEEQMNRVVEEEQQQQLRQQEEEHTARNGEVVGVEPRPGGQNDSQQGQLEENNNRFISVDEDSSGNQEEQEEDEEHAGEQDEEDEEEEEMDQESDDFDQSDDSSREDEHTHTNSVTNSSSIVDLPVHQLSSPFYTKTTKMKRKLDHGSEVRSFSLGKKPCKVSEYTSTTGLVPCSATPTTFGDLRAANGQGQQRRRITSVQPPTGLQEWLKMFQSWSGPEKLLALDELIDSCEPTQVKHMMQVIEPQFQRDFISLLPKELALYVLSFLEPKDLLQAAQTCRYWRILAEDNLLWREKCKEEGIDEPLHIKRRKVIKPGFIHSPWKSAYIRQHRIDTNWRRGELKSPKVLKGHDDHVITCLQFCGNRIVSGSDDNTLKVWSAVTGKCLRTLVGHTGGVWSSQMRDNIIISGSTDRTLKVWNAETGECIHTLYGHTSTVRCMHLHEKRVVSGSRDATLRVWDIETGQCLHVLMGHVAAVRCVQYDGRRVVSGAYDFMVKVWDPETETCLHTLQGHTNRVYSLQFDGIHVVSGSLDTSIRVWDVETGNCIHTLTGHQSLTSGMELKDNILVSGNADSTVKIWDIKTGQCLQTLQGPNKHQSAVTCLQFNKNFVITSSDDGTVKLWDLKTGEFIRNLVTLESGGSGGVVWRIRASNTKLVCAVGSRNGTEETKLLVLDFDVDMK
MITF inh: blocks human microphthalmia-associated transcription factor; O75030; 0.91% of 650,000 active; AID 1259374; AlphaScreen MITF homodimerization, bead proximity signal; inhibition, % at 2.6 µM; in the data active = inhibition above about 50%;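 note: 0% = vehicle wells with protein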
GPR151 ag: human GPR151 activation | Q8TDV0 | PathHunter beta-arrestin GPR151 cells, luminescence | activation, % at 11.2 µM | 1% of 650,000 active; in the data active = activation above about 4.9%;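 note: 0% = median of compound wells and 100% = cells with positive control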
TEAD-YAP block: TEAD-YAP interaction inhibition | HEK-TIYL cells, TEAD-Gal4/YAP UAS-luciferase luminescence | inhibition, % at 9.12 µM | 1.4% of 640,000 active | AID 1259422; in the data active = inhibition above about 32%;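 note: 0% = median of test compound wells and 100% = reference inhibitor wells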
* = called active by the depositor; · = no result given.

SMILES	FBW7 act	MITF inh	GPR151 ag	TEAD-YAP block
CO[C@H]1C=CO[C@@]2(C)Oc3c(C)c(O)c4c(O)c(c5c(nc6cc(C)ccn65)c4c3C2=O)NC(=O)C(C)=CC=C[C@H](C)[C@H](O)[C@@H](C)[C@@H](O)[C@@H](C)[C@H](OC(C)=O)[C@@H]1C	1.5	11.4	-0.1	·
CCC(C)NC(=O)CN(c1cccc(OC)c1)S(=O)(=O)c1ccccc1 (centres undefined)	0.0	-4.8	-1.6	-5.8
Cc1cccc(NC(=O)COc2ccccc2C=C2C(=O)NC(=O)NC2=O)c1	0.1	10.4	-1.2	-85.5
NC(=S)NNC(=O)Nc1ccc(Cl)cc1	0.0	-11.4	0.0	-52.2
O=C(c1ccccc1F)N1CCC(c2ccccc2)C1 (centres undefined)	0.1	0.7	0.2	-16.4
CN1C(=O)NC(=O)/C(=C/c2ccccc2OCC(=O)O)C1=O	-0.2	-12.0	-0.2	3.9
CCOC(=O)CSc1nnc(-c2ccc(S(=O)(=O)NCc3cccs3)cc2)o1	-0.2	3.8	0.7	-2.3
CCOc1ccc2ccccc2c1/C=C(\C#N)C(=O)NCCOC	-0.3	2.9	0.4	1.3
Cc1ccc(NS(=O)(=O)c2ccc(NN)c([N+](=O)[O-])c2)c(C)c1	-0.1	-3.4	0.6	-18.4
Cn1c(N)c(C(=O)CN2CCN(C(c3ccccc3)c3ccccc3)CC2)c(=O)n(C)c1=O	0.0	7.0	0.2	3.6
CC(=O)c1ccc(OCc2cc(C(=O)N3CCCC3c3nccs3)no2)cc1 (centres undefined)	0.0	12.8	2.7	11.2
c1ccc(CCn2nnnc2CN2CCc3ccccc3C2)cc1	-0.1	-11.1	0.4	-10.7
C=CCn1c(SCCO)nc2sc3c(c2c1=O)CCCC3	0.1	-6.8	-1.7	-0.8
O=C1NCCN(CCCc2ccccc2)C1CC(=O)N1CCCCO1 (centres undefined)	0.1	6.1	-0.7	-5.8
COc1cccc(-c2nnc(SCC(N)=O)n2C)c1	-0.4	5.3	-0.6	0.1
Nc1nonc1C(=O)NCCNS(=O)(=O)c1ccccc1[N+](=O)[O-]	0.2	29.2	-0.7	-12.3
Cc1ccccc1OCCOc1ccc(/C=N/n2cnnc2)cc1	-0.1	1.0	-0.8	-0.3
CC(=O)C1C(c2ccc(Cl)cc2)NC(=O)NC1(O)C(F)(F)F (centres undefined)	-0.1	19.8	1.8	5.7
COc1ccccc1-c1noc(CCC(=O)Nc2ccccc2F)n1	0.1	-1.2	-0.9	-11.7
Cc1cc(C)cc(N(CC(=O)N2CCc3ccccc32)S(=O)(=O)c2c(C)noc2C)c1	0.2	1.4	4.0	-18.7
CC1=C(c2ccc(C)cc2)S(=O)(=O)N=C1Nc1c(C)cccc1C	0.7	5.3	-0.2	-10.5
Cc1cccc2c(=O)nc3n(c12)CC(O)=C3c1nc2ccccc2[nH]1	-0.1	2.2	0.1	-4.7
CC(C)CCNC(=O)CSc1nnc2n1C(C)(C)Cc1ccccc1-2	0.0	-15.9	-1.3	4.0
Clc1ccccc1Nc1nc2nonc2nc1Nc1ccccc1Cl	-0.1	-6.1	-0.3	2.8
O=C(CSc1ccc(-c2ccco2)nn1)Nc1ccc2c(c1)OCO2	0.1	2.6	-0.4	6.4

Next section; it opens with the two that closed the last part.
SMILES	FBW7 act	MITF inh	GPR151 ag	TEAD-YAP block
Clc1ccccc1Nc1nc2nonc2nc1Nc1ccccc1Cl	-0.1	-6.1	-0.3	2.8
O=C(CSc1ccc(-c2ccco2)nn1)Nc1ccc2c(c1)OCO2	0.1	2.6	-0.4	6.4
CC(=O)Oc1ccc(NC(=O)c2ccco2)cc1	1.1	6.8	-2.8	28.2
CCc1cc2c(NCC(=O)O)ncnc2s1	-0.3	4.3	0.0	4.3
COc1ccc(Br)cc1/C=N/NC(=O)c1nonc1N	0.3	20.1	-1.9	6.2
Cc1cnc(CNc2ccc(S(C)(=O)=O)cc2F)cn1	-0.1	-0.1	-0.2	-7.5
CN(C)c1nc2cc(F)ccc2cc1CN(Cc1ccco1)C(=O)c1cn2ccccc2n1	-0.1	-0.2	15.0*	1.7
CCCC(C)NC(=O)c1cccc(I)c1 (centres undefined)	0.3	5.8	-1.3	-25.4
O=C(COC(=O)c1cc(=O)c2ccccc2o1)NCC1CCCO1 (centres undefined)	0.0	2.8	0.3	7.1
COc1cc(CO)c(Br)cc1OCCO	-0.2	-4.9	-0.3	7.0
C=CCSC1=C(C#N)C(c2ccc(C)cc2)[C@H](C(=O)OC)C(=O)N1 (some centres undefined)	-0.1	-0.8	0.4	-0.2
Nc1cc(C(=O)OCC(=O)N2CCC(Cc3ccccc3)CC2)ccc1Cl	0.1	-5.2	-1.6	-3.6
c1ccc(-c2ccc(CN3CCSCC3)cc2)cc1	-0.4	11.7	0.2	-7.3
Cc1nc(CN2C(=O)C(C)Oc3cc(Cl)ccc32)cs1 (centres undefined)	-0.1	16.0	-0.7	-5.3
CCOc1ccc(/C=C(\C#N)c2nc3ccccc3c(=O)[nH]2)cc1	0.1	-4.8	-1.9	-1.4
CCN(CC)C(=O)C(=O)N/N=C/c1ccc2c(c1)OCO2	-0.1	0.4	1.0	11.7
OCc1nc2ccccc2n1/N=C/c1ccccc1	0.8	7.6	-0.9	-5.9
O=C(Nc1cc(O)ccc1C(=O)O)c1cccc(Br)c1	-0.2	19.9	-4.8	2.9
COC(=O)c1ccc(COC(=O)c2ccc(F)cc2)cc1	0.2	9.0	-1.7	-13.2
C=CCN1C(=O)C2(c3ccccc31)c1c(oc3ccccc3c1=O)C(=O)N2CCO (centres undefined)	0.0	-0.5	-0.1	7.2
CCOC(=O)c1ccccc1NC(=O)CC(C)c1ccccc1 (centres undefined)	0.1	-5.5	-0.6	2.2
O=C(Nc1cc(F)cc(F)c1)c1ccccc1[N+](=O)[O-]	0.1	0.2	1.0	5.7
Cc1ccccc1Cn1c(=O)c2c(nc3n(Cc4ccco4)c(C)c(C)n23)n(C)c1=O	0.1	1.6	0.3	-8.6
Cc1cc2c(cc3c(=O)n(CC(=O)O)ncn32)o1	0.3	-4.0	1.6	-31.4
Cc1cc(C)n(Cc2ccc(C(=O)O)cc2)n1	0.0	2.5	0.3	9.6
COc1ccccc1/C=C/CN1CC(C)OC(C)C1 (centres undefined)	0.2	52.9*	2.9	2.1
FC(F)(F)c1ccc(Cn2cnc3c(NC4CCN(Cc5ccccc5)CC4)nc(N4CCN(Cc5ccc6c(c5)OCO6)CC4)nc32)cc1	-0.3	-11.8	-0.6	-2.2

One compound at a time (already shown). Values in the order: FBW7 act, MITF inh, GPR151 ag, TEAD-YAP block
Results for `COc1ccccc1/C=C/CN1CC(C)OC(C)C1` (centres undefined) → 0.2, 52.9*, 2.9, 2.1
Results for `C=CCn1c(SCCO)nc2sc3c(c2c1=O)CCCC3` → 0.1, -6.8, -1.7, -0.8
Results for `CC(=O)c1ccc(OCc2cc(C(=O)N3CCCC3c3nccs3)no2)cc1` (centres undefined) → 0.0, 12.8, 2.7, 11.2
Results for `CCCC(C)NC(=O)c1cccc(I)c1` (centres undefined) → 0.3, 5.8, -1.3, -25.4

The listing continues.
SMILES	FBW7 act	MITF inh	GPR151 ag	TEAD-YAP block
Cc1cc2cc(CCNS(C)(=O)=O)c(=O)[nH]c2cc1C	0.1	3.5	-0.1	1.0
CNc1cc(Nc2ccc(Cl)cc2)ncn1	-0.3	-15.6	-1.2	-79.0
CCOC(=O)c1ccccc1NC(=O)CN(c1ccccc1OC)S(=O)(=O)c1ccc(C)cc1	-0.1	4.4	0.9	-5.3
CP(=O)(COC(=O)c1ccccc1)COC(=O)c1ccccc1	0.3	4.5	1.1	-4.7
O=C(NCCC1CCCCN1S(=O)(=O)c1ccccc1)Nc1cccc(Cl)c1 (centres undefined)	-0.1	-5.8	-0.4	2.4
Cn1c(=O)cc(N2CCC(Cc3ccccc3)CC2)[nH]c1=O	0.5	3.2	-1.1	-15.4
CCOc1ccccc1C(=O)N(CN1CCCC1=O)c1ccc(C)c(Cl)c1	-0.2	1.0	1.1	4.7
COc1ccccc1C1/C(=C(/O)c2ccccc2)C(=O)C(=O)N1CCC(=O)O (centres undefined)	0.4	12.0	1.1	4.0
CCc1nccn1CCC(=O)NCCN1Cc2ccccc2OC(c2ccsc2)C1 (centres undefined)	0.2	4.8	-0.6	12.0
CCC(=O)Oc1ccc2c(C)c(C)c(=O)oc2c1	0.0	-3.9	-0.3	-10.4
O=C(c1ccccc1)N1CCN(c2nc(-c3ccc(F)cc3)cs2)CC1	-0.3	-15.2	-0.9	1.5
Cc1nn(C)c(C)c1NC(=O)CSc1nnc(C)n1-c1ccccc1	0.0	10.0	-0.7	6.5
Nn1c(C(F)(F)F)nc2ccc(Cl)cc2c1=O	-0.1	1.8	0.1	3.4
C=C[C@@](C)(O)CCC1C(=C)C[C@H](OC(C)=O)C2C(C)(C)CCCC12C (some centres undefined)	0.1	7.2	2.3	-1.1
CSCCC(NC(=O)COc1ccccc1)C(=O)O (centres undefined)	0.1	20.6	0.9	5.5
CC(=O)C1=C(O)C(=O)N(CCN2CCNCC2)C1c1cccc([N+](=O)[O-])c1 (centres undefined)	-0.1	11.5	0.6	5.3
CC(C(=O)NCc1ccc(F)cc1)n1ncn2cccc2c1=O (centres undefined)	0.2	3.3	1.4	-1.7
CCOc1ccc(OCC)c(-c2csc(N)n2)c1	0.1	19.4	-0.3	-8.0
NC(=O)[C@@H]1CCCN1C1CCN(c2cccc(NC(=O)CCCc3ccccc3)c2)CC1	-0.1	-7.8	0.7	38.5*
COc1ccc(C(C)NC(=O)C2C(=O)NC3(C)CC2c2ccccc2O3)cc1 (centres undefined)	0.0	13.1	1.1	16.4
CCC(C)NC(=O)CN1C(=O)/C(=C\c2ccccc2Cl)Oc2ccccc21 (centres undefined)	0.0	-1.0	0.1	-1.9
CC1CC(C)CN(S(=O)(=O)c2ccc(NC(=O)C3COc4ccccc4O3)cc2)C1 (centres undefined)	-0.3	3.9	-0.4	1.6
O=C(CSc1nc2ccc([N+](=O)[O-])cc2s1)N1CCCCC1	-0.1	-2.8	0.1	4.0
COc1ccc(C)cc1NC(=O)NNS(=O)(=O)c1ccc(NC(C)=O)cc1	0.6	17.1	1.2	0.0
COc1ccc(C2C3=C(OC(C)=O)c4ccccc4C3=Nc3c2c(=O)n(C)c(=O)n3C)cc1 (centres undefined)	0.2	-2.8	3.1	1.4

Going on with the list:
SMILES	FBW7 act	MITF inh	GPR151 ag	TEAD-YAP block
Cc1sc(NC(=O)c2ccc([N+](=O)[O-])cc2[N+](=O)[O-])c(C(N)=O)c1C	-0.4	-16.8	-0.8	-4.7
CCOCc1cc(CN2CCCCC2)c(O)c2ncccc12	-1.2	103.2*	-1.3	27.0
CCC(CCC(=O)NNC(=O)Cc1ccc([N+](=O)[O-])cc1)C(=O)O (centres undefined)	-0.1	-10.2	0.5	-3.1
COc1ccc(NC(=O)c2ccc(N3CC4CC(C3)c3cccc(=O)n3C4)c(NC(=O)c3ccc(F)cc3)c2)cc1OC (centres undefined)	0.0	-7.1	-1.0	0.9
CCOP(=O)(OCC)c1nc(-c2ccccc2Cl)oc1NCc1ccccc1	-0.1	-5.9	1.5	-3.5
Cc1ccc(-c2c3c(nc4sc(C(=O)Nc5ccc([N+](=O)[O-])cc5)c(N)c24)CCC3)cc1	0.0	15.2	-1.0	-15.0
COc1cccc(/C=N/Nc2nnc3c(n2)[nH]c2c(C)cccc23)c1O	0.1	-1.8	-0.3	31.2
COc1ccc(Cl)cc1NC(=O)Cn1nc(-c2ccccc2)ccc1=O	0.1	-14.3	0.4	6.7
O=C(CSc1ccccc1)Nc1cnn(CC(=O)N2CCCCC2c2ccccn2)c1 (centres undefined)	0.1	12.5	-1.3	15.4
O=[N+]([O-])c1ccc(N2CCN(S(=O)(=O)c3ccccc3)CC2)cc1NCc1cccnc1	-0.4	3.0	0.7	14.0
CCCCCCOc1ccc(C(=O)Oc2ccc(C)cc2-n2nc3ccccc3n2)cc1	0.4	16.4	-2.1	-6.0
CCOC(=O)CC1COCCN1C(=O)Cn1cc(NC(=O)CCOc2ccccc2)cn1 (centres undefined)	-0.1	-3.7	0.2	-7.1
NC(CO)C(=O)O (centres undefined)	0.0	10.4	-0.2	-12.3
Cc1cc(OCCN2CCCCCC2)ccc1[N+](=O)[O-]	-0.4	19.7	-1.1	-3.5
COc1cc2sc(=NC(=O)c3cc(C)oc3C)n(C)c2cc1OC	-0.1	2.6	-1.0	10.3
CC1CN(C(=O)Cc2ccccc2[N+](=O)[O-])CC(C)O1 (centres undefined)	-0.2	-5.0	0.0	7.2
N#Cc1c(NC(=O)CCl)c(C(=O)c2ccccc2)n2c1CCC2	0.6	6.3	-0.7	3.7
COc1cccc(NC(=O)CSc2nc3c(c(=O)[nH]2)CN(Cc2ccccc2)CC3)c1	0.3	-10.0	0.4	15.7

Quoted from the listing.
`CCOP(=O)(OCC)c1nc(-c2ccccc2Cl)oc1NCc1ccccc1` @ GPR151 ag: 1.5
`COc1ccc(C2C3=C(OC(C)=O)c4ccccc4C3=Nc3c2c(=O)n(C)c(=O)n3C)cc1` (centres undefined) @ TEAD-YAP block: 1.4
